HMGR II inh = E. faecalis class II HMG-CoA reductase inhibition. inhibition, % at 10 µM. purified E. faecalis HMGR, NADPH absorbance 340 nm kinetic. hit rate 0.41% among 190,000;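 active = inhibition above a set limit, the median over all tested compounds plus 3 SD, cut at about 9.5% in these data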;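 note: enzyme runs in reverse so mevalonate oxidation gives rising NADPH absorbance; 0% = complete reaction with DMSO and 100% = background rate lacking mevalonate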
FLuc act counter = affects firefly luciferase, flagging false hits in luciferase stimulation screens; ATPlite luciferase biochemical, luminescence, 10 min; 0 = ATP-free wells, 1 = DMSO control; activation factor at 10 µM; 200,000 tested, under 10 active; AID 1027;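 active = luciferase activation factor, scaled between plate controls, of at least 2 with compound at 10 µM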
Target sequence (P08659 whole entry, looked up): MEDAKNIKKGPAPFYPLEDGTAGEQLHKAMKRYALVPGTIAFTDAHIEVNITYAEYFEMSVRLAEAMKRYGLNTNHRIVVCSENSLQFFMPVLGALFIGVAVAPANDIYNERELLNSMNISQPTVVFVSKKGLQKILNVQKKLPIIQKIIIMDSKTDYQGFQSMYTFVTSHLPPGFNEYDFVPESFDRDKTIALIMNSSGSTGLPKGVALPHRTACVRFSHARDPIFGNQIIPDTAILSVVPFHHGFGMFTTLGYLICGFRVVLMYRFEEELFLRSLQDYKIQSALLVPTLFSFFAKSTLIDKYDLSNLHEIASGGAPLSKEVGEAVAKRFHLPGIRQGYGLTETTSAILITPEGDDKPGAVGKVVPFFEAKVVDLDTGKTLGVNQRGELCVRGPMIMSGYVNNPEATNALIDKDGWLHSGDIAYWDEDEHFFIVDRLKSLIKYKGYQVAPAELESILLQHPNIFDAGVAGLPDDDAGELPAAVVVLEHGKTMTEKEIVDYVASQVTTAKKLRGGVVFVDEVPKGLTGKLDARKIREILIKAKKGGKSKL
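Assay system: Luciferase/luciferin detection reagent, cell-free biochemical luciferase assay / Also added: ATP substrate / Schedule: 10 min at ambient temperature / Measured by: luminescence measurement of luciferase light output / Benchmarks: low control with PBS replacing ATP, high control enzyme plus ATP without compound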
APP 5'UTR act = APP 5'UTR luciferase reporter activation; hit rate 1% among 190,000; activation, % at 2 µM; SH-SY5Y APP 5'UTR luciferase reporter, luminescence; zero percent = DMSO vehicle wells;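 active = activation above a set limit, based on mean plus 3 SD of controls, cut at about 140% in these data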; note: values of inactives mirror those of a sister screen read the other way
APP 5UTR inh = APP translation inhibition. SH-SY5Y APP 5'UTR-luciferase reporter, luminescence. inhibition, % at 2 µM. hit rate 0.82% among 190,000. AID 1285;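 active = inhibition above a set limit, derived from the sample mean plus 3 SD, cut at about 45% in these data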; note: values of inactives mirror those of a sister screen read the other way
Hsp70 act = switches on Hsp70 transcription | HeLa Hsp70 promoter luciferase reporter, luminescence; scaled: vehicle 0, proteasome-inhibitor control 100% | activation, % at 10 µM | hit rate 0.04% among 200,000;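 active = activation above the mean across all tested compounds plus 3 SD, cutoff set per campaign, cut at about 5.5% in these data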;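 note: 100% = MG132 at 30 µM as the positive control and 0% = DMSO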
NF-kB expr up = compounds increasing NF-kB expression in human neuronal cells | NF-kB reporter expression; stronger effect = higher value | fold change at 12.5 µM | hit rate 1.6% among 190,000; in the data active = fold change above about 3.3
G6PDH CS = L. mesenteroides G6PDH inhibition counter-screen | Purified L. mesenteroides G6PDH, diaphorase/resazurin coupled fluorescence, 45 min | inhibition, % at 5 µM | hit rate 0.12% among 200,000 | AID 1020; in the data active = inhibition above about 50%
STAT1 activator = STAT1 signaling activation; NIH 3T3 STAT1-luciferase reporter, IFN-gamma, luminescence; 100% = IFN-gamma alone, no compound; hit rate 2.6% among 200,000; activation (% of control), % at 5.5 µM;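 active = activation above the screen-wide mean activation plus 3 SD, cut at about 130% in these data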;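 note: raw ratio to IFN-gamma control signal so 100% means no change and 0% no light; values of inactives mirror those of a sister screen read the other way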
DTT redox prof = compounds producing H2O2 with reducing agent – biochemical, NIH compound library profiling, artefact control for MLSCN library redox annotation, primary screen; DTT-dependent redox cycling H2O2, phenol red/HRP absorbance; 100% = 100 µM peroxide control, 0% = buffer; activation, % at 10 µM; hit rate 0.03% among 200,000; AID 878;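 active = activation of at least 50% relative to the plate's high and low controls in the primary single-dose screen; inactive = activation below 50%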;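 note: compound incubated with DTT at 0.8 mM final as the reducing agent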
FLuc inhib CS = inhibits firefly luciferase, flagging false hits in luciferase inhibition screens; P08659; ATPLite firefly luciferase biochemical luminescence, 10 min; inhibition, % at 10 µM; hit rate 1.5% among 200,000; AID 1006;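 active = inhibition above about 50% when tested at 10 µM, limit read from the data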
The depositor's hits bear a star.

SMILES | HMGR II inh | FLuc act counter | APP 5'UTR act | APP 5UTR inh | Hsp70 act | NF-kB expr up | G6PDH CS | STAT1 activator | DTT redox prof | FLuc inhib CS
COc1ccc(NC(=O)Nc2ccccc2F)c(C)c1 | -4 | 1 | 10 | -10 | 0.0 | 1.2 | -2 | 104 | -1.2 | 3
O=C(c1cc(COc2ccc(F)cc2Cl)on1)N1CCC(OCc2cccnc2)CC1 | -2 | 1 | -3 | 3 | -0.3 | 0.8 | 6 | 81 | 0.4 | -3
Cc1ccc(C)c(NC(=O)CCn2cnnn2)c1 | -6 | 1 | 0 | 0 | -0.1 | 1.1 | 3 | 104 | -0.3 | 0
COC(=O)c1ccccc1NC(=O)C1CCCN(S(=O)(=O)c2ccc(OC)cc2)C1 (centres undefined) | -7 | 1.1 | -3 | 3 | 0.0 | 0.69 | -18 | 102 | 1.1 | -9
COC(=O)c1ccccc1NC(=O)CSc1nnc(-c2cccnc2)n1N | -1 | 1 | -8 | 8 | -0.1 | 0.81 | 6 | 95 | -0.2 | 2
COC(=O)c1[nH]c2ccccc2c1NS(=O)(=O)c1ccc(F)c(C)c1 | -4 | 1.1 | 14 | -14 | -0.2 | 0.95 | 10 | 95 | -1.5 | -6
COCCn1c(SCC(=O)Nc2ccc(NC(=O)c3ccco3)c(OC)c2)nc2ccccc2c1=O | -2 | 1.1 | -1 | 1 | -0.1 | 1.1 | 16 | 102 | 0.6 | -6
CN1C(=O)CC(N2CCN(C(=O)c3ccccc3)CC2)C1=O (centres undefined) | -3 | 1 | 2 | -2 | -0.4 | 1.1 | -2 | 104 | 0.7 | -2
O=C(Nc1ccc(F)cc1)c1ccc(COc2ccccc2)cc1 | 1 | 1 | 7 | -7 | -0.3 | 1.1 | 4 | 98 | 0.3 | -5
O=C(CCSCc1cccc(Cl)c1)NCCC1=CCCCC1 | -3 | 1 | -7 | 7 | -0.2 | 1 | -10 | 108 | 0.4 | -3
COc1ccc(O)c(C(=O)c2cnc3onc(C)c3c2)c1 | -1 | 1 | 1 | -2 | -0.4 | 1.6 | 4 | 106 | 2.2 | 1
CN(C)C(=O)CSc1nc(SCC(=O)N(C)C)n(-c2ccccc2)n1 | -7 | 1 | 2 | -2 | -0.4 | 1 | -12 | 97 | 1.0 | -4
Cc1ccc(C(=O)CCC2CCCC2=O)cc1 (centres undefined) | 0 | 1 | 41 | -41 | 0.1 | 2 | -11 | 114 | 0.0 | -1
COc1ccc2c(c1)C(=NN)c1cc(OC)ccc1-2 | 3 | 1 | -1 | 1 | 0.0 | 1.5 | 8 | 120 | 0.6 | 3
COc1ccc(C(=O)Nn2cc3c(c2-c2ccccc2)c(=O)n(C)c(=O)n3C)cc1 | 0 | 1 | 21 | -21 | 0.0 | 0.98 | -15 | 93 | 0.4 | -1
COc1ccc(OCC(=O)Nc2ccccc2Cl)cc1 | 3 | 0.9 | 27 | -27 | -0.2 | 1.7 | 3 | 123 | -0.4 | 10
COc1ccc(Cc2nc3ccc(S(=O)(=O)N4CCOCC4)cc3[nH]2)cc1 | -2 | 1 | 1 | -1 | -0.2 | 1.2 | 1 | 103 | 0.2 | -3
CS(=O)(=O)c1cccc(C(=O)NCc2ccccc2)c1 | -3 | 1 | -1 | 1 | -0.4 | 1.1 | 20 | 93 | -0.6 | 1
O=C(O)c1sc2cc(C(F)(F)F)cnc2c1-c1ccccc1 | 0 | 1.1 | 7 | -7 | -0.2 | 1.1 | -1 | 104 | 2.3 | -6
O=C(COC(=O)/C=C/c1cccs1)NC(c1ccccc1)c1ccccc1 | -11 | 1.1 | -34 | 34 | 0.0 | 1.1 | -12 | 98 | 0.8 | -10
COCCn1c(=S)[nH]c2cc(C(=O)NCCCN3CCOCC3)ccc2c1=O | -1 | 1 | 0 | 0 | -0.1 | 1.1 | 1 | 99 | -5.5 | -1
CCS(=O)(=O)/N=C(\N)c1ccccc1 | 5 | 1 | -7 | 7 | -0.6 | 0.96 | 14 | 107 | -4.3 | 2
Cn1c(-c2sc3cc(C(F)(F)F)cnc3c2-c2cccnc2)n[nH]c1=S | -3 | 1 | -14 | 14 | 1.5 | 1.1 | 16 | 89 | 0.3 | 0
CNC(=S)N1N=C(c2ccccc2)CC1c1ccc(Br)cc1 (centres undefined) | 1 | 1.1 | 16 | -16 | -0.2 | 1.3 | 4 | 107 | -4.2 | -6
COCc1cc(C)n(CC(=O)NCc2ccccc2)c(=O)c1C#N | -3 | 1.1 | 3 | -3 | 0.6 | 1 | 4 | 103 | 0.5 | -8

In another format: results already given
Value order: HMGR II inh	FLuc act counter	APP 5'UTR act	APP 5UTR inh	Hsp70 act	NF-kB expr up	G6PDH CS	STAT1 activator	DTT redox prof	FLuc inhib CS
> COc1ccc(Cc2nc3ccc(S(=O)(=O)N4CCOCC4)cc3[nH]2)cc1
→ -2	1	1	-1	-0.2	1.2	1	103	0.2	-3
> O=C(O)c1sc2cc(C(F)(F)F)cnc2c1-c1ccccc1
→ 0	1.1	7	-7	-0.2	1.1	-1	104	2.3	-6

Next results.
SMILES | HMGR II inh | FLuc act counter | APP 5'UTR act | APP 5UTR inh | Hsp70 act | NF-kB expr up | G6PDH CS | STAT1 activator | DTT redox prof | FLuc inhib CS
Cn1c(=N)n(CC(=O)c2ccc(Br)s2)c2ccccc21 | -6 | 1.1 | 197* | -197 | 0.2 | 3.1 | 7 | 146* | -1.3 | -5
O=C(Nc1cccc(-c2cn3ccccc3n2)c1)c1cccc(Cl)c1 | 0 | 1 | 8 | -8 | -0.1 | 0.77 | -44 | 119 | 2.0 | 4
CC1=NN(C(N)=S)C(=O)C1N=Nc1ccccc1C (centres undefined) | 0 | 1 | 19 | -19 | 0.0 | 1.6 | 4 | 107 | 0.7 | 2
Cc1nn(C(=O)c2cc3sccc3[nH]2)c(C)c1C | 1 | 0.9 | 38 | -38 | -0.1 | 2.8 | -16 | 138* | -3.0 | 14
COc1ccc(S(=O)(=O)/N=C2/NC(=O)/C(=C\c3ccco3)S2)cc1 | 0 | 1 | 0 | 0 | 0.0 | 1.1 | -1 | 102 | -0.3 | -3
Cc1cc(NC(=O)c2ccc([N+](=O)[O-])cc2Cl)ccc1NC(=O)c1ccco1 | -2 | 1 | 5 | -5 | -0.2 | 1.4 | 10 | 103 | -0.2 | 2
Cc1cc(C(=O)CSc2nnc(-c3ccc4c(c3)OCO4)o2)c(C)n1-c1ccc(F)cc1 | 0 | 1 | 0 | 0 | -0.3 | 0.9 | -16 | 101 | 1.8 | 3
COC(=O)Nc1nnc(-c2ccncc2)s1 | -5 | 1 | -20 | 20 | -0.6 | 1.1 | 14 | 102 | 2.8 | 3
CCN1C(=O)/C(=C/N(C)c2ccccc2)OC1=S | -4 | 0.9 | 10 | -10 | -0.1 | 1.5 | -4 | 114 | 0.3 | 9
CS(=O)(=O)N1CCN(c2ccccc2NC(=O)c2ccco2)CC1 | 0 | 1 | -5 | 5 | -0.2 | 0.95 | 7 | 93 | 3.6 | -1
COc1ccc(NC(=O)c2onc(C)c2Cl)cc1OC | 1 | 0.9 | 5 | -5 | -0.3 | 1.2 | 0 | 108 | -1.6 | 12
O=C(Nc1cc(SCCO)cc([N+](=O)[O-])c1)c1ccc(Br)o1 | -5 | 1.1 | 14 | -14 | -0.3 | 0.78 | -4 | 84 | 0.0 | -5
O=C(COC(=O)c1ccc[nH]c1=O)c1ccc(Cl)s1 | -2 | 0.8 | 8 | -8 | -0.2 | 1 | 6 | 104 | 8.7 | 20
O=C(c1ccccc1)c1ccc(N2CCOCC2)c(NC(=O)c2ccco2)c1 | -2 | 1 | -20 | 20 | -0.6 | 0.44 | 7 | 99 | -1.0 | 2
C/C=C/C(=O)OCC(=O)Nc1cc([N+](=O)[O-])ccc1Cl | 6 | 1 | 1 | -1 | -0.2 | 1.2 | -6 | 102 | -0.3 | -4
O=[N+]([O-])c1ccccc1N/N=C/c1cc2ccccc2nc1Cl | 2 | 1 | 11 | -12 | -0.1 | 1.1 | 2 | 101 | -1.3 | -3
N#CC1=C(N)OC2=C(CCc3ccccc32)C1c1ccccc1Cl (centres undefined) | -6 | 1 | -94 | 94* | -0.4 | 1.7 | -5 | 102 | -0.5 | -2
CC(=O)Nc1ccccc1Sc1ccc2c3c(cccc13)C(=O)N(c1ccc(C)cc1)C2=O | -8 | 1 | -2 | 2 | -0.3 | 1.1 | 8 | 95 | 0.5 | -1
COc1ccc(N(CC(=O)Nc2cccc([N+](=O)[O-])c2C)S(C)(=O)=O)cc1OC | -1 | 1.1 | 17 | -17 | -0.3 | 1.2 | 0 | 97 | 0.1 | -6
Cc1cc(C)cc(NC(=O)c2c(C)nc3ccccn23)c1 | -2 | 1 | 13 | -13 | -0.5 | 1.1 | 4 | 103 | -0.1 | 0
CCOC(=O)c1cc(C#N)c(Oc2ccccc2)nc1-c1ccccc1 | -2 | 1 | 10 | -10 | -0.2 | 1.2 | -11 | 92 | 0.7 | 4
OC(COc1ccc2ccccc2c1)Cn1ccnc1 (centres undefined) | -3 | 1 | -1 | 1 | 0.3 | 1.1 | 0 | 97 | 1.7 | -2
COc1ccc(OCC(=O)Sc2ccc(C)cc2)cc1 | 3 | 1 | 0 | 0 | -0.3 | 1.3 | -1 | 105 | -0.1 | 1
O=C(Nc1ccc(Cl)cc1)[C@@H]1[C@@H]2C(=O)N(c3ccc(Cl)cc3Cl)C(=O)[C@@H]2[C@H]2C=CC=NN21 | -2 | 1 | -24 | 24 | -0.1 | 0.86 | 12 | 103 | 0.6 | -3
c1ccc(-n2ncc3c(NCc4cccnc4)ncnc32)cc1 | -5 | 0.9 | 52 | -52 | 0.0 | 1.9 | 2 | 117 | 0.5 | 14

(listing goes on)
SMILES | HMGR II inh | FLuc act counter | APP 5'UTR act | APP 5UTR inh | Hsp70 act | NF-kB expr up | G6PDH CS | STAT1 activator | DTT redox prof | FLuc inhib CS
Cc1nn(C(=O)c2cccs2)c(N)c1-c1ccccc1 | -8 | 0.7 | 17 | -18 | 0.0 | 3.4* | 6 | 162* | -2.3 | 33
O=C(CN(Cc1ccccc1F)C(=O)Cn1nnc(-c2cccs2)n1)NCC1CCCO1 (centres undefined) | 0 | 1.1 | 1 | -1 | -0.3 | 1.2 | -3 | 103 | -1.5 | -9
O=S(=O)(Nc1ccc(Cl)cn1)c1ccc(Cl)cc1 | 0 | 1 | 17 | -16 | 0.1 | 1.2 | 4 | 98 | 0.0 | 0
CC(C)Cc1oc(C(=O)O)cc1CN1CCOCC1 | 3 | 1 | 25 | -25 | 0.0 | 1 | 6 | 101 | -1.9 | 4
COc1ccc(CCN2C(=O)CC(NNc3ccc([N+](=O)[O-])cc3)C2=O)cc1OC (centres undefined) | -10 | 1 | 12 | -12 | -0.2 | 1.1 | -1 | 88 | -0.9 | -2
CCOC(=O)SC1=N/C(=C\c2ccc(N(C)C)cc2)C(=O)S1 | -3 | 0.9 | 9 | -9 | 0.1 | 1.1 | -24 | 94 | -2.2 | 13
NS(=O)(=O)c1ccc(S(=O)(=O)N(Cc2ccccc2F)CC2CCCO2)cc1 (centres undefined) | 4 | 1.1 | 3 | -3 | -0.5 | 1.4 | 4 | 99 | 1.6 | -5
Cc1cc(N)ccc1N1CCCC1 | -4 | 1 | 6 | -6 | -0.4 | 0.9 | 30 | 102 | 2.4 | -4
Cc1ccc(S(=O)(=O)N(C)C2(C)CCS(=O)(=O)C2)cc1 (centres undefined) | -1 | 1 | 13 | -13 | -0.4 | 1 | 4 | 98 | 0.1 | -2
CC(=O)N1CCC2(CC1)C/C(=N\NC(=S)Nc1ccccc1C)c1cc(O)ccc1O2 | -1 | 1.1 | -5 | 5 | -0.3 | 0.69 | 7 | 103 | -1.8 | -6

Source: PubChem
